NF-kB expr up: compounds increasing NF-kB expression in human neuronal cells | NF-kB reporter expression; hits give high values | fold change at 12.5 µM | AID 1239 | 190,000 tested, 1.6% active; in the data active means fold change above about 3.3
PMI act: phosphomannose isomerase (human) activation; P34949; purified human PMI, coupled resazurin fluorescence, 20 min; hits give high values; 1 = vehicle control, 0 substrate-free wells; activation factor at 20 µM; 190,000 tested, 0.005% active;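 active means activation factor of 2 or more at 20 µM, relative to plate controls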
Target sequence (P34949 whole entry, looked up): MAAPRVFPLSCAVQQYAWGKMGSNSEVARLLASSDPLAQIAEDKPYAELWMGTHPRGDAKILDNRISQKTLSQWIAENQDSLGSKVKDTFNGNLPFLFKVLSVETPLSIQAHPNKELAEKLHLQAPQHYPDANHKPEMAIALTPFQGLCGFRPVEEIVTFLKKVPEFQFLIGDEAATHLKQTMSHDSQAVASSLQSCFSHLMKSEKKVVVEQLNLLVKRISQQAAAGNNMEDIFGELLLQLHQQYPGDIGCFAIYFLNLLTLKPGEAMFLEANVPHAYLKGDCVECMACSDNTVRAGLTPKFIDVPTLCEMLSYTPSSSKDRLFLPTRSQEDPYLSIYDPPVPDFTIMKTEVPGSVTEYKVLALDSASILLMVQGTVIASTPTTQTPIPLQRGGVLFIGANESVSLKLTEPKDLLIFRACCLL
TNAP inh noacc: TNAP (human) inhibition, acceptor-free conditions; P05186; purified TNAP, CDP-star luminescence, 30 min; inhibition, % at 20 µM; 200,000 tested, 0.26% active; AID 1012;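 active means tissue-nonspecific alkaline phosphatase inhibition above about 50% at 20 µM in the single-dose screen, limit read from the data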;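 further: 0% = DMSO negative control and 100% = EDTA positive control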
FLuc inh counter: Photinus pyralis luciferase inhibition counter-screen | inhibition, % at 10 µM | ATPLite firefly luciferase biochemical luminescence, 10 min | 200,000 tested, 1.5% active | AID 1006;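 active means inhibition above about 50% when tested at 10 µM, limit read from the data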
Target sequence (P08659 whole entry, looked up): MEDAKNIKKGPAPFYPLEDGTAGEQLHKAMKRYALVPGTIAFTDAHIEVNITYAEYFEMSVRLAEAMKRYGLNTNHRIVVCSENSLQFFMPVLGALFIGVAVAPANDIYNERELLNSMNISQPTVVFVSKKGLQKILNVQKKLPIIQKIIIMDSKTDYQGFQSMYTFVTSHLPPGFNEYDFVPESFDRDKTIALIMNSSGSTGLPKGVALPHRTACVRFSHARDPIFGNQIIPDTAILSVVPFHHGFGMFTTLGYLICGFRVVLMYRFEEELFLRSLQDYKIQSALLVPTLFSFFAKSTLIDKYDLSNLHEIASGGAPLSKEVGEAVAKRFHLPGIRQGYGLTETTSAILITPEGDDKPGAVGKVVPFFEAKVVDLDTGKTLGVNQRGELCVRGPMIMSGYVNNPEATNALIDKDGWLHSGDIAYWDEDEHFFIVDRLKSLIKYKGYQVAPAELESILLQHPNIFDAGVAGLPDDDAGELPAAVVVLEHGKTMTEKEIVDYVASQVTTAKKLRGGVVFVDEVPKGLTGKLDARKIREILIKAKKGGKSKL
TNAP act hi DEA: activators of human TNAP at high phosphate acceptor concentration. activation factor at 20 µM. purified TNAP, CDP-star luminescence, 1 M DEA, 30 min; hits give high values; 0 = EDTA background, 1 = DMSO-only activity. 200,000 tested, under 10 active;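 active means activation factor at least 2 at 20 µM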
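system = human TNAP | amount = enzyme diluted 1/800 final | reagent = 100 µM CDP-star substrate | signal = luminescent substrate turnover signal | dosing = one dose, 20 µM | benchmarks = EDTA negative control, DMSO positive control | measure = activation factor | timing = 30 min reaction, room temperature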
PMI act satM6P: PMI (human) activation, high substrate | P34949 | coupled PMI enzyme assay, resazurin fluorescence, 20 min; hits give high values; 1 = untreated enzyme, 0 = substrate-free blank | activation factor at 20 µM | 190,000 tested, 0.34% active | AID 1216;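 active means activation factor of 2 or more at 20 µM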
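Technique: Diaphorase-driven resazurin-to-resorufin fluorescence, excitation 544, emission 590 nm | Assay system: Human PMI in coupled enzyme assay | Times: Enzyme reaction with compound 20 min at room temperature | Medium: HEPES-buffered pH 7.4 with magnesium and detergent | Reagent: Mannose-6-phosphate 1.0 mM (near-saturating) plus 0.22 mM NADP+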
TNAP inh hi DEA: inhibitors of human TNAP at high phosphate acceptor concentration; AID 1135; inhibition, % at 20 µM; purified TNAP, CDP-star luminescence, 1 M DEA; 200,000 tested, 0.03% active;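 active means over 50% inhibition of tissue-nonspecific alkaline phosphatase at 20 µM in the single-dose screen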;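 further: plate controls were DMSO wells for no effect and EDTA-quenched wells as full inhibition for full effect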
APP 5'UTR act: activates APP 5'UTR luciferase reporter; SH-SY5Y APP 5'UTR luciferase reporter, luminescence; zero percent = DMSO vehicle wells; activation, % at 2 µM; 190,000 tested, 1% active;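 active means activation above a set limit, based on mean plus 3 SD of controls, cut at about 140% in these data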; further: values of inactives mirror those of a sister screen read the other way
FLuc act counter: affects firefly luciferase, flagging false hits in luciferase stimulation screens; P08659; ATPlite luciferase biochemical, luminescence, 10 min; 0 = ATP-free wells, 1 = DMSO control; activation factor at 10 µM; 200,000 tested, under 10 active;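 active means luciferase activation factor, scaled between plate controls, of at least 2 with compound at 10 µM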
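Material: luciferase plus luciferin reagent, cell-free. Medium: PBS buffer for ATP. Also added: ATP substrate, dispensed from a 10.24 µM working solution in PBS. Doses: test compounds dosed from 2 mM stocks in 100% DMSO. Incubation: 10 min post-reagent at room temperature. Technique: light output (luminescence). Read-out basis: luminescence gain marking luciferase activators.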
bIAP activator: intestinal alkaline phosphatase (bovine) activation; purified bovine IAP, CDP-star luminescence, 30 min; hits give high values; fold of DMSO-control signal, blank-subtracted; activation factor at 20 µM; 200,000 tested, 0.17% active;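 active means activation factor of 2 or more at 20 µM, a signal rise over negative controls twice the positive control's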
The depositor's hits bear a star; / = not tested or not shown.

SMILES | NF-kB expr up | PMI act | TNAP inh noacc | FLuc inh counter | TNAP act hi DEA | PMI act satM6P | TNAP inh hi DEA | APP 5'UTR act | FLuc act counter | bIAP activator
Cc1cc(C)nc(N2CCC(C(=O)NCc3cccc(C(F)(F)F)c3)CC2)n1 | 0.97 | 1 | -7 | -11 | 1.1 | 0.9 | -6 | 5 | 1.1 | 0.9
Cc1c(C(=O)O)sc2nc(SCC(=O)Nc3ccc(S(=O)(=O)NC(C)(C)C)cc3)[nH]c(=O)c12 | 0.86 | 1.3 | -8 | 4 | 1 | 1.2 | -4 | 15 | 1 | 0.8
CCCNC(=O)c1cccc(Cn2cc(Br)c([N+](=O)[O-])n2)c1 | 1.6 | 1.1 | -3 | -9 | 1 | 1.1 | -2 | 13 | 1.1 | 1
O=C(COC(=O)CCc1ccc(S(=O)(=O)N2CCOCC2)cc1)Nc1cccc(Cl)c1 | 1.1 | 0.8 | -5 | -1 | 1.1 | 0.8 | -5 | 1 | 1 | 1.2
CC(=O)N(Cc1nc2sc(C)c(C)c2c(=O)[nH]1)C1CCCC1 | 0.91 | 0.9 | -2 | -4 | 1.1 | 0.9 | -5 | 27 | 1 | 1.1
Cc1cccnc1CN1CCN(C(=O)CCc2nnc(CCc3ccccc3)o2)CC1 | 1.9 | 1 | -7 | -6 | 1 | 1 | -3 | 33 | 1.1 | 1.1
Cc1cc(-c2nnc(CCC(=O)NC(C)c3cccc4ccccc34)o2)no1 (configuration not stated) | 1.2 | 1 | -8 | -7 | 1 | 1 | -4 | 3 | 1.1 | 1.1
Cc1ccccc1-n1nc(C)c(N=O)c1N | 1.3 | 1 | -2 | -9 | 1.1 | 1 | -6 | 14 | 1.1 | 1
O=C(c1ccc(C#CC2(O)CCCCC2)cc1)N1CCN(Cc2ccccc2)CC1 | 0.67 | 0.9 | -6 | 0 | 1 | 1 | 1 | -7 | 1 | 1.1
Clc1ccc(Oc2cccc(/C=N/n3cnnc3)c2)cc1 | 0.91 | 0.8 | -4 | -4 | 1 | 0.9 | -5 | -1 | 1 | 0.9
O=C(CSc1ncnc2c1oc1ccccc12)Nc1nc2ccccc2s1 | 1.2 | 0.8 | -5 | -9 | 1 | 0.8 | -4 | 9 | 1.1 | 1
FC(F)(F)COc1ccc(-n2ccnc2)nn1 | 1.1 | 0.9 | 2 | -8 | 1 | 1 | -4 | 25 | 1.1 | 1
COc1cc(-c2nnc(SC/C=C/c3ccccc3)n2N)cc(OC)c1OC | 0.55 | 1 | -10 | -7 | 1 | 1 | -3 | 8 | 1.1 | 1
Oc1ccc(F)cc1-c1cc(-c2ccc3c(c2)OCCO3)n[nH]1 | 11* | 0.9 | -31 | 26 | 1 | 0.9 | -4 | 197* | 0.7 | 0.9
C/C(Cc1ccccc1)=N\NC(=O)CNC(=O)c1ccccc1Br | 1.1 | 1.1 | -11 | 19 | 1.1 | 1 | -6 | -11 | 0.8 | 0.9
Cc1ccccc1NC(=O)COC(=O)CN1C(=O)NC(C)(C)C1=O | 1.1 | 0.8 | -9 | 1 | 1.1 | 0.9 | -6 | -2 | 1 | 0.9
CCN(CC#CCC1(O)c2ccccc2-c2ccccc21)CCO | 1 | 0.9 | -6 | -2 | 1 | 1 | -2 | -15 | 1 | 1
O=C(COC(=O)Cc1cccc(C(F)(F)F)c1)NCC1CCCO1 (configuration not stated) | 1.1 | 0.9 | -7 | -5 | 1 | 0.9 | -3 | -1 | 1.1 | 1
COC(=O)CCC(=O)NC(=S)Nc1c(C)cccc1C | 1.1 | 0.9 | -9 | -7 | 1 | 1 | -2 | 24 | 1.1 | 1.2
N#CCC1c2ccccc2CCN1C(=O)Nc1ccc(Cl)cc1 (configuration not stated) | 1.5 | 0.9 | -13 | -4 | 1 | 0.9 | 1 | 13 | 1 | 0.7

Compounds from the list above with an aryl thioether with sulfur outside any ring (three):
SMILES | NF-kB expr up | PMI act | TNAP inh noacc | FLuc inh counter | TNAP act hi DEA | PMI act satM6P | TNAP inh hi DEA | APP 5'UTR act | FLuc act counter | bIAP activator
Cc1c(C(=O)O)sc2nc(SCC(=O)Nc3ccc(S(=O)(=O)NC(C)(C)C)cc3)[nH]c(=O)c12 | 0.86 | 1.3 | -8 | 4 | 1 | 1.2 | -4 | 15 | 1 | 0.8
O=C(CSc1ncnc2c1oc1ccccc12)Nc1nc2ccccc2s1 | 1.2 | 0.8 | -5 | -9 | 1 | 0.8 | -4 | 9 | 1.1 | 1
COc1cc(-c2nnc(SC/C=C/c3ccccc3)n2N)cc(OC)c1OC | 0.55 | 1 | -10 | -7 | 1 | 1 | -3 | 8 | 1.1 | 1

A different layout for three compounds above.
mol	NF-kB expr up	PMI act	TNAP inh noacc	FLuc inh counter	TNAP act hi DEA	PMI act satM6P	TNAP inh hi DEA	APP 5'UTR act	FLuc act counter	bIAP activator
CC(=O)N(Cc1nc2sc(C)c(C)c2c(=O)[nH]1)C1CCCC1	0.91	0.9	-2	-4	1.1	0.9	-5	27	1	1.1
Cc1cccnc1CN1CCN(C(=O)CCc2nnc(CCc3ccccc3)o2)CC1	1.9	1	-7	-6	1	1	-3	33	1.1	1.1
Cc1cc(-c2nnc(CCC(=O)NC(C)c3cccc4ccccc34)o2)no1 (configuration not stated)	1.2	1	-8	-7	1	1	-4	3	1.1	1.1

Later entries:
SMILES | NF-kB expr up | PMI act | TNAP inh noacc | FLuc inh counter | TNAP act hi DEA | PMI act satM6P | TNAP inh hi DEA | APP 5'UTR act | FLuc act counter | bIAP activator
Cc1cc(C)c2nc(N3CCC(C(=O)N4CCN(c5ncccn5)CC4)CC3)sc2c1 | 1.1 | 1.1 | -10 | 0 | 1 | 1.1 | 0 | 7 | 1 | 1.1
C/C=C(\C)C(=O)NCCN1C2=NC[C@H](C(C)C)N2C[C@H]1Cc1ccc(O)cc1 | 1.1 | 1 | -10 | -1 | 1.1 | 0.9 | -7 | -5 | 1 | 1
COc1ccnc(Oc2ccc(F)cc2)c1C#N | 1.3 | 1 | -5 | 3 | 1.1 | 1.1 | -6 | 8 | 1 | 1
Cc1ccc(-c2csc3ncnc(SCC(=O)NCc4ccc5c(c4)OCO5)c23)cc1 | 0.95 | 0.9 | -11 | -7 | 1.1 | 0.9 | -6 | -1 | 1.1 | 1
COc1ccccc1C(=O)Nc1cc2cc(Br)ccc2oc1=O | 1.2 | 1 | -8 | 2 | 1 | 1.1 | 0 | 3 | 1 | 1.1
Fc1ccc(NC(=S)N/N=C/c2ccc(F)c(F)c2)cc1 | 1.3 | 1.1 | -8 | -4 | 1 | 1 | -3 | 36 | 1 | 1
O=C(NC1CCCC1)C(c1ccc(F)cc1)N(Cc1ccc(F)cc1)C(=O)CCl (configuration not stated) | 0.93 | 1 | -4 | -3 | 1 | 1.1 | 0 | -2 | 1 | 1
CCOc1cc(CNCCO)cc(Br)c1OCc1ccccc1Cl | 0.79 | 1 | 4 | -2 | 1 | 1 | -2 | 11 | 1 | 1
Cc1sc(N/N=C/c2cc([N+](=O)[O-])ccc2O)nc1-c1ccccc1 | 1.3 | 1 | -15 | -7 | 1 | 1.1 | 1 | -50 | 1.1 | 1
CCN(CC)S(=O)(=O)c1cccc(C(=O)NC(Cc2c[nH]c3ccccc23)c2nnc3n2CCCCC3)c1 (configuration not stated) | 0.79 | 1 | -2 | -3 | 1 | 0.9 | 1 | 13 | 1 | 1
CCOc1ccc(N2C(=O)Nc3ccccc3C2(O)C(=O)NCc2ccc(OC)cc2)cc1 (configuration not stated) | 1.3 | 1 | -12 | -6 | 1 | 0.9 | -3 | 8 | 1.1 | 1.1
CCN1CC(CN(C)Cc2nc(-c3ccc(OC)c4ccccc34)oc2C)CC1=O (configuration not stated) | 0.97 | 0.9 | -16 | -7 | 1.1 | 0.8 | -7 | 30 | 1.1 | 1.1
C/C(=C\c1ccco1)C1C(C#N)=C(N)OC2=C1C(=O)CC(C)(C)C2 (configuration not stated) | 1.2 | 0.9 | -9 | -5 | 1 | 1 | 3 | 25 | 1 | 0.9
Cc1cccc(C)c1-n1c(C)cc(/C=C2\NC(=O)NC2=O)c1C | 1.4 | 1 | -5 | -1 | 1 | 1 | -1 | 8 | 1 | 0.9
Cc1ccc(CCNC(=O)CCNS(=O)(=O)c2ccc3c(c2)oc(=O)n3C)cc1 | 0.87 | 0.9 | -7 | -9 | 1 | 0.9 | -1 | 8 | 1.1 | 0.9
CCN(CC)C(=S)NC(=O)Cc1ccccc1 | 1 | / | -8 | -2 | 1 | / | -5 | 13 | 1 | 1
Cc1cc(NC(=O)CSc2ccc(-c3ccc(F)cc3)nn2)no1 | 1 | 1.1 | -7 | -1 | 1 | 1 | -3 | -5 | 1 | 1
O=C(N/N=C/c1ccccc1O)c1cccc(C(F)(F)F)c1 | 1.4 | 1.1 | -138 | -2 | 1 | 1.2 | 1 | -54 | 1 | 0.7
Cc1cc(NC(=O)CSc2nnc(CNc3ccc(F)cc3)n2C2CCCCC2)no1 | 1.1 | 1 | 2 | -8 | 1.1 | 0.9 | -9 | -8 | 1.1 | 0.9
COc1ccc(S(=O)(=O)NCc2ccc3c(c2)cc(C)n3C)cc1 | 0.94 | 1 | -8 | -8 | 1.1 | 0.9 | -10 | -12 | 1.1 | 0.8
O=C(c1cccc2ccccc12)N1CCN(c2ccccc2F)CC1 | 1.1 | 1 | 2 | -9 | 1 | 1 | -3 | 3 | 1.1 | 1
CC(=O)Nc1ccc(NC(=O)c2ccc(-n3c(C)ccc3C)cc2)cc1 | 1.1 | 0.8 | -4 | 5 | 1 | 0.8 | 0 | -15 | 1 | 0.9
COc1ccc(C)c2sc(N(CCCN(C)C)C(=O)c3ccc(S(=O)(=O)N(C)C)cc3)nc12 | 0.87 | 1.1 | 3 | -7 | 1 | 1 | -2 | 1 | 1.1 | 0.8
CCOC(=O)CC(=O)c1[nH]c(C)c(C(=O)OCC)c1C | 1.4 | 0.9 | -2 | 1 | 1 | 0.9 | -2 | 5 | 1 | 1.2
O=S(=O)(c1ccccc1)N1CCN=C1SCc1ccc(Cl)c(Cl)c1 | 1.1 | 0.9 | -5 | -7 | 1 | 1 | 3 | 3 | 1.1 | 0.9
Cc1nc(N2CCOCC2)nc(OC(C)C)c1[N+](=O)[O-] | 1.1 | 0.9 | -12 | -4 | 1 | 1 | 2 | -14 | 1 | 1
CCCC(=O)Nc1nc2ccc(OCC)cc2s1 | 4.3* | 0.9 | 6 | 15 | 1 | 0.9 | 0 | 95 | 0.8 | 0.9
CCOc1ccc(C(=O)NC(=S)Nc2cccnc2)cc1 | 1.8 | 1 | 3 | 34 | 1 | 1 | -3 | 49 | 0.7 | 1
O=C1CN(CC(=O)NC(=O)NCc2ccccc2)CCN1 | 0.93 | 0.9 | -17 | -9 | 1 | 1.1 | -2 | -8 | 1.1 | 1.1
COc1ccc(-c2noc(CCC(=O)NCCc3cccc(C)c3)n2)cc1 | 1.1 | 0.9 | -6 | -2 | 1 | 0.9 | 2 | 10 | 1 | 1
C=CCN1C(=O)C(O)(CC(=O)c2ccco2)c2cc(Br)ccc21 (configuration not stated) | 2.5 | 1 | -6 | -6 | 1 | 1 | 2 | 10 | 1.1 | 1
CCC(=O)Nc1cccc(NC(=O)c2cccnc2)c1 | 1.1 | 0.9 | -7 | 0 | 1 | 1 | -1 | 10 | 1 | 1
CCC(=O)NC(=S)Nc1ccc(-c2nc3ccccc3s2)cc1 | 2 | 0.9 | -9 | 18 | 1 | 0.9 | 1 | 62 | 0.8 | 0.9

Compound activity as filed in PubChem BioAssay.
